Compound activity: PubChem BioAssay, National Center for Advancing Translational Sciences (NCATS)
NPC1 promoter act: activators of NPC1 promoter. Huh7 NPC1 promoter luciferase reporter, 24 h. Potency, µM (series often up to 9.22 µM), inactives show top-dose activation, usual class: activators. actives 2.4% (n = 320,000). AID 485313;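 also: % of control where 0% means no effect; nearly all actives have a fitted effect of over 60% in size; reporter is driven by a mutant NPC1 promoter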
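Luminescence from an NPC1 promoter-driven luciferase reporter in stably transfected Huh7 cells was measured after 24 h compound treatment at 37 °C, followed by 10 min ambient incubation with luciferase detection reagent.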
uPA generation: cell surface uPA generation inhibition; cell surface uPA generation assay, qHTS; Potency, µM (highest dose often 38.3 µM), without a hit: at the top dose activity change, negative = inhibition, most hits filed as inhibitors; actives 0.31% (n = 330,000); active = well fitted inhibition curve with a large enough effect; inconclusive = small, poorly fitted or top-dose-only effect; inactive = no such curve, though single readings can be large or run the other way; tested in mouse RAW 264.7 cells; also: % is scaled to controls: 0 for no effect and ±100 for the full control effect; nearly all actives have a fitted effect of over 55% in size
FLuc counter: counter-screen for miR-21 project: firefly luciferase inhibitors or activators | P08659 | purified FLuc, Km substrates, luminescence inhibition | Potency, µM (doses to about 57.5 µM), without a hit: at the top dose activity change, negative = inhibition, actives largely listed as inhibitors | actives 6.9% (n = 360,000) | AID 588342;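 also: plate controls were vehicle for no effect and reference inhibitor for full effect; nearly all actives have a fitted effect of over 55% in size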
Target sequence (P08659 whole entry, looked up): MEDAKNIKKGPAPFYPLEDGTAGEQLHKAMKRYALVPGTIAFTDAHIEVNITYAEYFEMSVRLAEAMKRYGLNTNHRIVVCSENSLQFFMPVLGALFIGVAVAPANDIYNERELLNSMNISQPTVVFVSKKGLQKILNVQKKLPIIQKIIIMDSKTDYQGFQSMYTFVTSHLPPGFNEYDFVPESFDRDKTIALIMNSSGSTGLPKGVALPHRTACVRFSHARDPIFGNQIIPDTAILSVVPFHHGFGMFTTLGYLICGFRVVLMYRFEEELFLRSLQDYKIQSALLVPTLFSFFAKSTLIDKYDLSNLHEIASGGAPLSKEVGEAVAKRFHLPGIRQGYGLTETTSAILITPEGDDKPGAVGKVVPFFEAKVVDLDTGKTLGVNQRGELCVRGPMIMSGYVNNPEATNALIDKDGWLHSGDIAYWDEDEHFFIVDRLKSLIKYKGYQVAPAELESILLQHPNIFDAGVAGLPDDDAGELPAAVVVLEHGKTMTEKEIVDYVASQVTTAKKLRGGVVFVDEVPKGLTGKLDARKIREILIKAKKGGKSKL
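Purified P. pyralis luciferase, 10 nM final, with Km-level 10 uM D-luciferin and 10 uM ATP in 50 mM Tris acetate pH 7.5, 10 mM Mg acetate, 0.01% Tween-20, 0.05% BSA; 6-point qHTS titration about 60 µM downward; luminescence read.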
MBNL1 CUG block: inhibitors of human MBNL1 binding to CUG repeat RNA; TR-FRET MBNL1-His/biotin-(CUG)12 binding, 665/545 ratio; Potency, µM (series often up to 57.5 µM), for the others: top-dose activity change, negative = inhibition, hits mostly inhibitors; actives 0.036% (n = 280,000); active = well fitted inhibition curve with a large enough effect in the signal ratio, with a control signal flat, not every such curve was filed as active; inconclusive = small, poorly fitted or top-dose-only effect, or effect the other way, or a change in a side signal; inactive = no such curve, though single readings can be large or run the other way; the % refers to the signal ratio; also: % is scaled to controls: 0 for no effect and ±100 for the full control effect
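TR-FRET between His-tagged MBNL1 and biotin-(CUG)12 RNA, detected with Tb anti-His antibody (0.055 ng/ul) and streptavidin-XL665 (5 nM), 60 min at room temperature. Compounds titrated 92 nM to 58 uM; 665/545 nm ratio normalized to buffer and complex controls.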
Rab9 promoter act: activates the Rab9 promoter. Potency, µM (doses to about 9.22 µM), inactives show at the top dose activation, negative = inhibition, actives largely listed as activators. actives 2.8% (n = 320,000). AID 485297. Huh7 Rab9 promoter-luciferase reporter, luminescence, 24 h; also: % of control where 0% means no effect; nearly all actives have a fitted effect of over 60% in size
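Rab9 promoter-driven luciferase in stably transfected Huh7 cells; 1500 cells/well rested 2 h, exposed to compound in DMSO for 24 h at 37 °C, 5% CO2. Luminescence read 10 min after adding luciferase reagent at ambient temperature.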
Gal4-VP16 FLuc: counter-screen for ROR gamma inhibitors: Gal4-VP16 reporter; Drosophila S2 Gal4-VP16 UAS-luciferase, luminescence, 20 h; actives 3.5% (n = 310,000); Potency, µM (series often up to 53.6 µM), inactives show at the highest dose activity, negative = inhibition, most hits filed as inhibitors;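 also: Gal4-VP16 expression switched on by copper sulfate through the metallothionein promoter; % is scaled to controls: 0 for no effect and ±100 for the full control effect; nearly all actives have a fitted effect of over 50% in size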
p53 reactivator: mutant p53 re-activation in reporter cells; actives 0.063% (n = 320,000); Potency, µM (top dose mostly 92.2 µM), for inactives: at the top dose activity change, positive = activation, hits mostly activators; AID 504706; H1299 p53-A138V BP100-luciferase reporter, luminescence, 24 h; also: % of control where 0% means no effect; nearly all actives have a fitted effect of over 45% in size
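H1299 (p53-null), stable ts p53-A138V + BP100-Luc; 1000 cells/well, Opti-MEM/10% FBS; cpd 4 pt, 1:5; 24 h, 37 deg C, 5% CO2; detection reagent 10 min RT; luminescence.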
ELG1 genotoxic: induces genotoxicity in HEK293T cells with luciferase-tagged ELG1; HEK293T ELG1-luciferase reporter, luminescence, 16 h; Potency, µM (highest dose often 46 µM), for the others: at the highest dose activity change, positive = activation, most hits filed as activators; actives 1.3% (n = 330,000); AID 504466; also: % of control where 0% means no effect; nearly all actives have a fitted effect of over 60% in size
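Cells (2,000/well) expressing the ELG1-luciferase fusion are dosed by pin tool and kept 16 hr at 37 °C, 5% CO2. Signal comes from ONE-Glo luciferase reagent after 30 min at room temperature.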
RORgamma inh: ROR gamma (mouse) transcription inhibition; Potency, µM (doses to about 53.6 µM), without a hit: at the highest dose activity change, negative = inhibition, hits mostly inhibitors; AID 2551; actives 5.4% (n = 310,000); P51450; Drosophila S2 Gal4-RORgamma UAS-luciferase reporter, 20 h; also: % is scaled to controls: 0 for no effect and ±100 for the full control effect; nearly all actives have a fitted effect of over 60% in size
Target sequence (P51450 whole entry, looked up, the tested form may be a part): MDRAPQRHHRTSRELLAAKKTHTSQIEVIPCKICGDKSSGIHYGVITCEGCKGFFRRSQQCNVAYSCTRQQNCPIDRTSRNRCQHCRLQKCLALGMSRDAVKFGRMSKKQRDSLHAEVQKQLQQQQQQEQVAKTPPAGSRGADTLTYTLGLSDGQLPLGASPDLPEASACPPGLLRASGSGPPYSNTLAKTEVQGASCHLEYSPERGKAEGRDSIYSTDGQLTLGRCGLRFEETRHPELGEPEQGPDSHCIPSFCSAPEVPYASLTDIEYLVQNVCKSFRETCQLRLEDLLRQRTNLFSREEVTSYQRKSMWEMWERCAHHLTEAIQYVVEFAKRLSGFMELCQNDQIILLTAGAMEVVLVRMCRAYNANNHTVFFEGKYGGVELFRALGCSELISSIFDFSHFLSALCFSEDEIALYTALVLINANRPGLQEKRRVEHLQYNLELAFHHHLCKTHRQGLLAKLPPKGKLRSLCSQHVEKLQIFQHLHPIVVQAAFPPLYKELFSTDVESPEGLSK
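ROR gamma transcriptional activity was tracked as Gal4-UAS luciferase output in stably transfected Drosophila Schneider cells, with compound added 1 hr before 700 uM copper sulfate induction and a 20 hr ambient-temperature incubation.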
BRCA1 expr up: activators of BRCA1 expression. MCF7-BRCA1-FFLuc reporter, luminescence, 48 h; response scale: scaled: vehicle 0%, 10 µM genistein 100%. Potency, µM (series often up to 46.1 µM), for inactives: top-dose activation, actives largely listed as activators. actives 1.1% (n = 380,000). AID 624202; also: nearly all actives have a fitted effect of over 80% in size; some results filed as inactive show a strong effect at the top dose
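First, MCF7-BRCA1-FFLuc cells (2000/well) attach for 2 h; next, compounds are pin-added and incubated 48 h at 37 °C; finally, luciferase reagent is added and luminescence read after 15 min.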
MLL CXXC-DNA inh: blocks binding of human MLL CXXC domain to DNA. Q03164. MLL-CXXC / FITC-HOXA9 DNA fluorescence polarization. Potency, µM (doses to about 115 µM), for inactives: top-dose activity change, negative = inhibition, usual class: inhibitors. actives 0.037% (n = 290,000). AID 2662; active = well fitted inhibition curve with a large enough effect in the polarisation, with a control signal flat, not every such curve was filed as active; inconclusive = small, poorly fitted or top-dose-only effect, or effect the other way, or a change in a side signal; inactive = no such curve, though single readings can be large or run the other way; the % refers to the polarisation
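Steps: dispense CXXC domain solution (7 uM) → pin compounds or unlabeled HOX-A9 DNA control → 5 min ambient → add FLSN-HOX-A9 solution (50 nM) → spin → 30 min ambient → fluorescence polarization. Tris pH 7.5/NaCl/DTT/BSA buffer.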
* = called active by the depositor; u = inconclusive; x = not tested or not shown; [ ] = remark or other dose. Unless noted, calls follow the shape of the dose curve; as a rule, active = well fitted curve in the direction sought with a large enough effect; inconclusive = small, poorly fitted or top-dose-only effect, or another doubt; inactive = no such curve, though single readings can be large; an effect the other way counts as inactive or inconclusive. Potency is read from the fitted curve at half-maximal effect.

SMILES	NPC1 promoter act	uPA generation	FLuc counter	MBNL1 CUG block	Rab9 promoter act	Gal4-VP16 FLuc	p53 reactivator	ELG1 genotoxic	RORgamma inh	BRCA1 expr up	MLL CXXC-DNA inh
Cc1ccc(C)c(C(=O)CN2C(=O)CCC2=O)c1	-2%	7%	1%	15%	-6%	-1%	2%	2%	-8%	-5%	-2%
CC(NC(=O)CSc1ncccn1)c1ccccc1 (configuration not stated)	1%	2%	0%	-5%	6%	-2%	4%	-2%	-45%	5%	6%
CCOC(=O)C1=C(C)NC(=O)NC1	-1%	2%	0%	16%	-5%	2%	-9%	2%	5%	-3%	-6%
CC(C)(C)OC(=O)CC[C@@H](C(=O)NCCCCCCCCCCC(=O)N1CCN(C(=O)OC(C)(C)C)CC1)n1cc(CCCCCNC(=O)OC(C)(C)C)nn1	-10%	4%	-7%	x	0%	x	6%	-6%	x	9%	x
COc1ccc(/C=C(/CC(=O)NCc2ccc(Cl)cc2)c2nc3ccccc3s2)cc1	4%	-2%	-18%	-3%	-4%	-4%	2%	16%	10%	-18%	9%
CCc1ccc(NC(=O)CC2C(=O)N(c3ccc(C)cc3)C(=O)N2C2CC2)cc1 (configuration not stated)	1%	5%	0%	1%	0%	2%	4%	4%	32%	-19%	4%
COc1cc(/C=C2/NC(=O)N(Cc3ccccc3F)C2=O)cc(OC)c1OC	0%	4%	-4%	u	-4%	-13%	1%	22%	29%	-34%	-4%
CC1(C)CC(=O)C2=C(C1)Nc1ccccc1NC2c1cc(Cl)ccc1O (configuration not stated)	-1%	1%	-2%	-1%	0%	2%	x	-8%	u	-7%	-3%
CC(NC(=O)C1CCC(CNS(=O)(=O)c2ccccc2)CC1)c1ccccc1 (configuration not stated)	-3%	10%	1%	-3%	-7%	-1%	3%	-4%	30%	-23%	0%
Cc1ccc2cc(CN(CC3CCCO3)C(=O)C(C)C)c(=O)[nH]c2c1 (configuration not stated)	-6%	-1%	6%	-4%	-11%	17%	-2%	0%	u	-7%	-5%
CCC(C)(C(=O)NC1CCCC1)N(C(C)=O)c1ccc(C)cc1 (configuration not stated)	-1%	6%	-1%	0%	-7%	-1%	-4%	-1%	0%	-12%	-8%
COc1ccc(S(=O)(=O)CCC(=O)NC2CCCCC2)cc1	-1%	0%	0%	-3%	-1%	6%	5%	3%	u	-23%	8%
Cc1cc2oc(=O)cc(CN3CCCCC3)c2cc1O	15%	-8%	u	u	1%	7%	4%	9%	5%	30%	u
CCc1nnc(SCc2cn3c(C)cc(C)nc3n2)n1N	-1%	-2%	1%	-1%	-3%	-3%	1%	1%	2%	8%	-9%
CCOc1ccc(/C=C/C(=O)Nc2ccc(C(N)=O)cc2)cc1OC	0%	0%	2%	u	3%	-13%	-40%[inhibitor]	-1%	3%	-14%	3%
CC(O)CN1C(=O)C(CC(=O)Nc2ccc(Cl)cc2)SC1=Nc1ccccc1 (configuration not stated)	-3%	-2%	3%	0%	-2%	0%	-11%	-9%	15%	-81%[inhibitor]	-3%
COc1ccccc1C(=O)Nc1ccc(S(=O)(=O)Nc2cc(C)on2)cc1	-2%	2%	1%	-2%	-7%	4%	0%	0%	16%	2%	26%
COCC(=O)Nc1ccccc1C(=O)NC(C)C	-3%	x	0%	-1%	-5%	x	2%	7%	33%[0.365 µM]	-3%	4%
COc1cc(OC)cc(-c2c(C#Cc3ccsc3)c3cc(-c4ccc(OC)nc4)ccc3n2C)c1	0%	22%	0%	x	-5%	x	-3%	0%	x	-35%	x
c1ccc2[nH]c(CN3CCCCCC3)nc2c1	2%	x	1%	-8%	3%	x	1%	10%	-20%[0.365 µM]	2%	-1%
Cc1cccc(N2C(=O)/C(=C/c3cccnc3)SC2=S)c1	2%	-3%	1%	-8%	-1%	u	1%	0%	u	-28%	-16%
COC(=O)c1cccc(NC(=O)CCNC(=O)c2ccco2)c1	2%	-4%	0%	0%	-1%	-8%	-1%	0%	5%	2%	-4%
CCOc1ccc(Br)cc1S(=O)(=O)Nc1ccc(C(=O)OCC(=O)N(C)c2ccccc2)cc1	-1%	10%	-2%	-5%	-2%	u	-7%	-1%	21%	-7%	4%
CCOC(=O)Cn1c(C)[n+](CC(=O)c2ccccc2)c2ccccc21	-2%	3%	4%	x	-11%	-2%	14%	-3%	37%	-14%	0%
COc1cc(C(=O)OCC(=O)c2ccc(S(=O)(=O)N3CCCCC3)cc2)cc(OC)c1OC	1%	-3%	7%	x	-9%	x	-6%	-6%	x	0%	x
O=C1NC2c3ccccc3CC2O1 (configuration not stated)	0%	0%	2%	-8%	-1%	2%	x	1%	-5%	-3%	2%
Cc1cccn2c(=O)nc(SCC(=O)N3CCCCC3)nc12	0%	0%	6%	x	-6%	x	-3%	5%	x	12%	x
COC(=O)c1ccc(=O)c2nc3/c(=C/O)c(O)cc(=O)c3[nH]c12	0%	-28%	-3%	u	1%	-11%	4%	-1%	11%	0%	-25%
CC(C)Cc1ccc(CN2CCCC(NC(=O)CCN3CCOCC3)C2)cc1 (configuration not stated)	10%	-17%	u	3%	-15%	7%	26%	-7%	18%	-34%	10%
COC(=O)c1c(NC(=O)COC(=O)[C@@H](NS(=O)(=O)c2cccc(Cl)c2)C(C)C)sc2c1CCC2	0%	5%	0%	82%[activator]	-4%	5%	-8%	-3%	35%	-22%	2%
Cc1nn(-c2cc(N(S(C)(=O)=O)S(C)(=O)=O)c(Cl)cc2Cl)c(=O)n1C	-1%	2%	3%	0%[11.5 µM]	-2%	-13%	0%	4%	8%	2%	2%
CC(C)CNC(=O)COC(=O)CCC(=O)c1cccs1	-2%	11%	-2%	-10%	0%	-3%	-3%	1%	-24%	21%	-6%
C#CCOCCOCCOCCNc1nc(N2CCN(C(=O)CCCCCCCCCCNC(=O)[C@H](CCCCN)n3cc(CCO)nn3)CC2)nc(N2CCN(C(=O)CCCCCCCCCCNC(=O)[C@H](CCCCN)n3cc(CCO)nn3)CC2)n1	0%	-10%	-2%	x	0%	x	21%	4%	x	1%	x
CC(=O)Nc1ccc(C)c(NS(=O)(=O)c2cccc(C(F)(F)F)c2)c1	2%	3%	0%	-15%	-7%	-11%	-1%	0%	-26%	14%	1%
Cc1ccc(/C=C/C2=Cc3c(sc(NC(=O)CSc4n[nH]c(N)n4)c3C#N)C(C)(C)C2)o1	-2%	x	u	4%	-2%	-3%	-10%	1%	24%	x	2%
Cc1nnc(SC(C(=O)Nc2cc(Cl)cc(Cl)c2)c2ccccc2)[nH]c1=O (configuration not stated)	-7%	-6%	u	4%	-18%	1%	-5%	-3%	26%	-13%	-19%
Cc1ccc(N(CN2CCCC2=O)C(=O)c2ccc(C)c(C)c2)cc1	0%	7%	-4%	-1%	-1%	27%	8%	2%	-33%	-34%	1%
O=C1c2ccccc2C(=O)N1/N=C/c1ccc(O)c(O)c1O	-6%	1%	17µM*	u	-5%	-9%	-7%	-7%	4%	-10%	1%
FC(F)Sc1ccc(NC(=S)NCC2CCCCC2)cc1	8%	x	24µM*	-1%	8%	10µM*	u	u	8.9µM*	-47%	-6%
CC(C)c1cc(C(C)C)c(S(=O)(=O)NNC(=O)c2ccncc2)c(C(C)C)c1	0%	10%	12%	x	-5%	-22%	-2%	0%	-24%	-11%	7%
COc1ccc(OC)c(S(=O)(=O)N2CCCC(C(=O)NCc3ccco3)C2)c1 (configuration not stated)	1%	-1%	2%	-7%	0%	-13%	-3%	-3%	34%	10%	-3%
CCCn1cc(S(=O)(=O)CC(=O)NC2CCCCC2)c2ccccc21	0%	4%	3%	-10%	-1%	-3%	0%	-2%	35%	0%	-2%
COc1ccc(C(C)=O)cc1CSc1nncn1C	-1%	-2%	1%	-6%	1%	4%	-1%	-1%	-1%	-1%	8%

3 entries already listed, arranged by their value in RORgamma inh, low to high.
smiles | NPC1 promoter act | uPA generation | Rab9 promoter act | p53 reactivator | RORgamma inh | BRCA1 expr up | MLL CXXC-DNA inh
CC(C)c1cc(C(C)C)c(S(=O)(=O)NNC(=O)c2ccncc2)c(C(C)C)c1 | 0% | 10% | -5% | -2% | -24% | -11% | 7%
COC(=O)c1cccc(NC(=O)CCNC(=O)c2ccco2)c1 | 2% | -4% | -1% | -1% | 5% | 2% | -4%
CCCn1cc(S(=O)(=O)CC(=O)NC2CCCCC2)c2ccccc21 | 0% | 4% | -1% | 0% | 35% | 0% | -2%

Only part of the results is shown, so the mix of outcomes need not match the whole.
